M1 ag parental: M1 agonist counterscreen hit in parental CHO-K1 cells; Fluo-8 calcium fluorescence; scaled to maximal ATP response, vehicle zero; activation, % at 3 µM; 360,000 tested, 0.48% active; AID 602248; in the data active = activation above about 15%;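 note: untransfected CHO-K1 host cells lacking M1 receptor as counterscreen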
M4 antag: CHRM4 antagonism in calcium assay. P08173. CHO-hM4 cells, ACh EC80, Fluo-8 calcium fluorescence. inhibition, % at 3 µM. 360,000 tested, 0.73% active. AID 624125;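 active = inhibition above its plate's cutoff, the mean inhibition of sample wells plus 3 SD, cut at about 27% in these data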;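 note: 0% = acetylcholine EC80 with DMSO and 100% = DMSO without agonist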
Target sequence (P08173 whole entry, looked up): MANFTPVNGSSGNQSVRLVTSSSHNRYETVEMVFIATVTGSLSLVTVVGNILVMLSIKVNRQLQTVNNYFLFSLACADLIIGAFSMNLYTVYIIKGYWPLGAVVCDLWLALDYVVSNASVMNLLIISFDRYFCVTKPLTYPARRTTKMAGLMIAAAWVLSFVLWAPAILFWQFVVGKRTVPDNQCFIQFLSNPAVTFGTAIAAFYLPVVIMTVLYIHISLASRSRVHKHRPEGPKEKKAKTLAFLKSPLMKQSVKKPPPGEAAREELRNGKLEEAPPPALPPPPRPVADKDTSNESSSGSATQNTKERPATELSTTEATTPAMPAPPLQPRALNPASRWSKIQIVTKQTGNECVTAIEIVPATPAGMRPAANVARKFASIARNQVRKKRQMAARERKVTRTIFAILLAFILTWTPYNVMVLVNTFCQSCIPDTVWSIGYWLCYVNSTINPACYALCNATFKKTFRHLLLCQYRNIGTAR
CHO-K1 Ca antag: nonselective inhibitor or artifact in parental CHO-K1 cells; inhibition, % at 3 µM; ATP-induced calcium, Fluo-8 fluorescence; 360,000 tested, 0.6% active;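 active = inhibition above a per-plate cutoff, the plate's mean sample inhibition plus 3 SD, cut at about 24% in these data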;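 note: 0% = DMSO plus EC80 ATP and 100% = DMSO alone without ATP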
M4 ag: CHRM4 agonism in calcium assay; P08173; CHO-K1 hM4/Gqi5, Fluo-8 calcium fluorescence; vehicle 0%, full acetylcholine response 100%; activation, % at 3 µM; 360,000 tested, 0.14% active;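 active = activation above the run mean over all test wells plus 3 SD, cut at about 32% in these data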;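 note: peak over basal fluorescence ratio per well then scaled between controls; 0% = DMSO wells and 100% = acetylcholine at EC100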
M5 antag: CHRM5 antagonism in calcium assay. P08912. inhibition, % at 3 µM. CHO-hM5 cells, Fluo-8 calcium fluorescence, ACh EC80. 360,000 tested, 0.59% active. AID 624040;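 active = inhibition above a per-plate cutoff, the mean of that plate's test compounds plus 3 SD, cut at about 27% in these data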;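 note: 0% = acetylcholine EC80 with DMSO and 100% = DMSO without agonist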
Target sequence (P08912 whole entry, looked up): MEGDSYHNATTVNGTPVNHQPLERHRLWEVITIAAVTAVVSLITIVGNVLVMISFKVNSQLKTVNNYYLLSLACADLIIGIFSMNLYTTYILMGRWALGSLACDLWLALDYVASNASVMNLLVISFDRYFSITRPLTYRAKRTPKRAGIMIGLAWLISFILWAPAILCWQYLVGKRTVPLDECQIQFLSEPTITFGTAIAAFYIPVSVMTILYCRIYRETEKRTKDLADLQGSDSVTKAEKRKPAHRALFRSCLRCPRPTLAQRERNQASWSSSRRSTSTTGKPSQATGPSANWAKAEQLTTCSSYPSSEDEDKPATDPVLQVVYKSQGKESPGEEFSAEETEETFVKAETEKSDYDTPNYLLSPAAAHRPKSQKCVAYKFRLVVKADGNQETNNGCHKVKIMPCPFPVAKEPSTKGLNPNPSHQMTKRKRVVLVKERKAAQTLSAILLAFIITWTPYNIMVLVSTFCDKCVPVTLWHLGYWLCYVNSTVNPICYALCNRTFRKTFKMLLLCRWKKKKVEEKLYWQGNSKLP
CHRM5 agonist: agonists of human muscarinic M5 receptor (CHRM5); 360,000 tested, 0.19% active; AID 624037; activation, % at 3 µM; CHO-K1 hM5 cells, Fluo-8 calcium fluorescence; 0% DMSO wells, 100% maximal acetylcholine response; P08912;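 active = activation above the run's mean over test compounds plus 3 SD, cut at about 23% in these data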;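 note: signal is peak over basal fluorescence ratio across the kinetic read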
M1 PAM parental: counter-screen for M1 PAMs: effect in parental CHO-K1 cells; ATP EC20, Fluo-8 calcium fluorescence; 0% at ATP EC20, 100% at ATP max; activation, % at 3 µM; 360,000 tested, 0.02% active;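 active = activation above the run cutoff, the mean activation of all test compounds plus 3 SD, cut at about 40% in these data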;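 note: peak over basal fluorescence ratio in a 140 s read after ATP addition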
CHRM5 PAM: positive allosteric modulators of human muscarinic M5 receptor | 360,000 tested, 0.3% active | CHO-K1 hM5, Fluo-8 calcium, ACh EC20 PAM; 0% = ACh EC20, 100% = ACh EC100 | AID 624038 | activation, % at 3 µM;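 active = activation above the run cutoff, the mean activation of all test compounds plus 3 SD, cut at about 18% in these data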
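Assay system: CHO-K1 hM5 cells / Incubation: Fluo-8 loading 80 min at 37 °C plus 30 min room temperature / Technique: Fluo-8 calcium dye fluorescence, kinetic read / Repeats: single replicate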
M4 PAM: positive allosteric modulators of human muscarinic M4 receptor | P08173 | activation, % at 3 µM | CHO-K1 hM4/Gqi5, Fluo-8 calcium fluorescence, ACh EC20; 0% = ACh EC20, 100% = maximal ACh | 360,000 tested, 0.4% active | AID 624126;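 active = activation above its plate's cutoff, the mean activation of sample wells plus 3 SD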; note: some results filed as inactive read as strong as hits
* = called active by the depositor. Not a hit list. Share with any hit: about 2.7%.

SMILES	M1 ag parental	M4 antag	CHO-K1 Ca antag	M4 ag	M5 antag	CHRM5 agonist	M1 PAM parental	CHRM5 PAM	M4 PAM
O=C(C1=C[C@H](c2csc3ccccc23)C[C@H](OCCCCO)O1)N1CCOCC1	0.1	-3	-15	3	3	3	7	7	7
COc1ccccc1-c1noc(-c2ccccc2C(=O)NCC2CCCO2)n1 (stereo unspecified)	4.4	5	-7	9	1	2	-4	-5	-5
COc1cccc(NC(=O)c2ccccc2-c2nc(-c3ccc(F)cc3)no2)c1	2.1	2	-8	5	14	-1	19	-6	-7
C=CCOc1ccc(C2CC(C)=NN2c2ccccc2)cc1 (stereo unspecified)	0.4	-3	-8	-2	-6	-3	22	1	-3
COc1ccc(NC(=O)N2CCc3ccccc3C2)cc1	0.9	5	12	1	-3	-4	-4	0	-3
COc1ccc(NC(=O)c2ccccc2NC(=O)CSc2ccccc2)cc1	0.2	4	-13	1	3	-4	8	-2	10
CCOC(=O)c1cn2nc(Oc3ccc(C#N)cc3)ccc2n1	0.2	-16	-9	1	-3	1	12	7	1
CCCCNc1nc(=S)[nH]c2cc(OC)c(OC)cc12	0.6	2	-19	1	-1	-1	26	1	0
O=C(c1ccc(COc2ccc(F)cc2)o1)n1cccn1	0.1	-3	-11	0	18	-2	9	-7	0
O=[N+]([O-])c1ccc(NCCCN2CCOCC2)c(Cl)c1	2.2	0	-16	0	6	-1	2	-4	0
COc1cc(NC(=O)C23CC4CC(C2)CC(n2cnc([N+](=O)[O-])n2)(C4)C3)cc(OC)c1	1.4	-1	-5	2	4	-2	17	-3	-5
COc1ccc(C(=O)NC2CC3CCCC(C2)N3CC(C)C)cc1OC (stereo unspecified)	0.2	9	-3	1	-2	-2	10	0	-6
COc1cccc(Nc2ncccc2C(=O)NCc2ccccc2)c1	2.2	-1	2	1	8	1	24	-2	7
CC(=O)Nc1cc(-c2ccc(C(=O)NC3CC3)cc2)cn2c(-c3cccc(C(C)=O)c3)cnc12	0.3	3	-5	2	-3	0	6	-1	-2
OC(COCc1ccccc1)CN1CCCCC1 (stereo unspecified)	0.1	8	1	0	11	-6	-9	-3	6
Clc1cc(Cl)c(OCCCCn2cncn2)c(Cl)c1	2.2	1	-9	1	6	3	11	-4	-5
COc1cccc(CNC(=O)c2nnn(CC(=O)Nc3cc(C)ccc3C)c2N)c1	-0.1	-5	-6	1	6	-4	0	-1	8
C/C(=N\NC(=O)c1cccc(S(=O)(=O)N2CCOCC2)c1)c1ccc(C)cc1	4.4	-2	-5	3	4	2	13	5	8
Cn1nnnc1SCc1ccccc1[N+](=O)[O-]	0.7	-5	-10	0	6	-5	17	-17	-13
N#Cc1cnn(-c2cc(Cl)ccc2Cl)c1N	-0.6	-1	-2	0	7	-1	12	-3	4
O=C(CSc1nnc(-c2ccc(Cl)s2)o1)N1CCCc2ccccc21	0.1	-6	-11	1	1	-4	13	-2	7
CC(C)c1nnc(NC(=O)CSc2ccccc2)s1	-0.3	-11	1	-1	-8	-6	3	-7	11
CN(C)c1cccc(C(=O)OCC(=O)N2CCc3ccccc3C2)c1	0.9	-1	-10	2	-8	-1	7	-5	-2
O=C(CCCOc1ccc(Cl)cc1Cl)N/N=C/c1ccccc1	4.9	-7	-12	1	-1	-2	23	-1	-1
COc1ccc(/C=C(\NC(=O)c2ccccc2)C(=O)N2CCCCC2)cc1OC	5.5	-10	-16	5	1	4	15	4	2

15 entries already listed, sorted by SMILES length, falling.
SMILES	M1 ag parental	M4 antag	CHO-K1 Ca antag	M4 ag	M5 antag	CHRM5 agonist	M1 PAM parental	CHRM5 PAM	M4 PAM
COc1cc(NC(=O)C23CC4CC(C2)CC(n2cnc([N+](=O)[O-])n2)(C4)C3)cc(OC)c1	1.4	-1	-5	2	4	-2	17	-3	-5
CC(=O)Nc1cc(-c2ccc(C(=O)NC3CC3)cc2)cn2c(-c3cccc(C(C)=O)c3)cnc12	0.3	3	-5	2	-3	0	6	-1	-2
O=C(C1=C[C@H](c2csc3ccccc23)C[C@H](OCCCCO)O1)N1CCOCC1	0.1	-3	-15	3	3	3	7	7	7
COc1cccc(CNC(=O)c2nnn(CC(=O)Nc3cc(C)ccc3C)c2N)c1	-0.1	-5	-6	1	6	-4	0	-1	8
COc1ccccc1-c1noc(-c2ccccc2C(=O)NCC2CCCO2)n1 (stereo unspecified)	4.4	5	-7	9	1	2	-4	-5	-5
COc1ccc(NC(=O)c2ccccc2NC(=O)CSc2ccccc2)cc1	0.2	4	-13	1	3	-4	8	-2	10
COc1ccc(C(=O)NC2CC3CCCC(C2)N3CC(C)C)cc1OC (stereo unspecified)	0.2	9	-3	1	-2	-2	10	0	-6
O=[N+]([O-])c1ccc(NCCCN2CCOCC2)c(Cl)c1	2.2	0	-16	0	6	-1	2	-4	0
CCOC(=O)c1cn2nc(Oc3ccc(C#N)cc3)ccc2n1	0.2	-16	-9	1	-3	1	12	7	1
COc1cccc(Nc2ncccc2C(=O)NCc2ccccc2)c1	2.2	-1	2	1	8	1	24	-2	7
C=CCOc1ccc(C2CC(C)=NN2c2ccccc2)cc1 (stereo unspecified)	0.4	-3	-8	-2	-6	-3	22	1	-3
COc1ccc(NC(=O)N2CCc3ccccc3C2)cc1	0.9	5	12	1	-3	-4	-4	0	-3
CC(C)c1nnc(NC(=O)CSc2ccccc2)s1	-0.3	-11	1	-1	-8	-6	3	-7	11
N#Cc1cnn(-c2cc(Cl)ccc2Cl)c1N	-0.6	-1	-2	0	7	-1	12	-3	4
OC(COCc1ccccc1)CN1CCCCC1 (stereo unspecified)	0.1	8	1	0	11	-6	-9	-3	6

Later entries
SMILES	M1 ag parental	M4 antag	CHO-K1 Ca antag	M4 ag	M5 antag	CHRM5 agonist	M1 PAM parental	CHRM5 PAM	M4 PAM
CCOC(=O)C1CCN(CC(=O)N(CC(C)C)c2c(N)n(CC(C)C)c(=O)[nH]c2=O)CC1	0.0	-12	-4	2	3	-2	2	1	1
COC(CNC(=O)c1coc2nc3ccccc3nc12)OC	1.2	-15	-9	1	5	-3	22	5	15
O=C1CCN(Cc2ccccc2)C=C1c1cccc(O)c1	0.8	3	-5	1	0	1	4	0	2
O=C(Cc1ccc(Cl)c(Cl)c1)Nc1cccc2ncccc12	2.7	-1	-8	6	12	-1	10	-6	6
COCCN(C(=O)CCC(=O)Nc1cccnc1)C(C(=O)NC1CCCCC1)c1ccccc1 (stereo unspecified)	0.5	1	-7	0	-6	-1	-1	9	8
CCN(CC)CCNC(=O)c1ccc(NC(=O)CC(NC(=O)c2ccccc2Cl)c2ccccc2)cc1 (stereo unspecified)	0.2	2	0	0	12	-8	9	-8	2
CS(=O)(=O)N1CCN(c2ccc(NC(=O)c3ccc(Br)o3)cc2)CC1	1.2	0	1	4	3	-4	8	-5	1
CC(C)C[C@@H](CNCC(=O)[C@H](CC(=O)O)NC(=O)c1[nH]cnc1C(=O)N[C@H](CN)CC(C)C)NC(=O)c1nc[nH]c1C(=O)N[C@@H](Cc1ccccc1)C(=O)O	0.2	-1	-9	0	1	1	1	7	6
COc1ccc(NC(=O)N2CCC(O)(c3cccnc3)CC2)c(OC)c1	0.5	1	-4	0	-7	-7	18	3	0
COc1ccc(C(=O)N/C(=C\c2cn(C)c3ccccc23)C(=O)N2CCN(C)CC2)cc1	0.2	2	6	3	14	-3	-12	-6	-7
O=C(Nc1nccs1)c1ccc(N2C(=O)[C@@H]3[C@H](C2=O)[C@H]2C=C[C@@H]3C2)cc1	2.1	0	10	8	-6	9	-15	17	-10
O=C(CCCCCN1C(=O)c2cccc3cccc(c23)C1=O)NCc1ccco1	1.6	-3	-3	3	7	-2	7	-2	-3
O=C(CS(=O)(=O)c1c[nH]c2ccccc12)N1CCc2ccccc21	1.5	-9	-5	3	4	1	11	-5	1
CCn1cc(S(=O)(=O)CC(=O)Nc2cc(C)on2)c2ccccc21	0.8	1	-3	2	6	-4	16	-5	-3
OCC1(CCOc2ccccc2)CCN(Cc2cccn2-c2ncccn2)CC1	1.1	2	2	0	-15	-5	19	4	-2
Cc1cccc(CCNC(=O)C2CCN(S(=O)(=O)c3cccc4nsnc34)CC2)c1	1.1	-5	-23	2	-8	-1	18	2	5
CC(=O)Oc1ccccc1N(C(C)=O)S(=O)(=O)c1cccc([N+](=O)[O-])c1	7.1	-1	-1	1	-14	-1	25	12	0
CCN(CC)C(=O)CSc1nnc(-c2ccccc2)n1N	0.5	-3	-6	0	-3	3	10	7	0
CC(=O)Nc1cccc(/C(C)=N/NC(=O)c2cc(-c3ccncc3)nc3ccccc23)c1	1.7	-1	-17	2	-9	0	28	1	-8
CCC1Cc2[nH][nH]c(=O)c2C(CC)O1 (stereo unspecified)	0.1	4	-6	1	3	2	-3	-6	3
COc1ccc2c(c1)[C@H]1[C@H](CO2)[C@H](c2ccccc2)[C@]2(C)C(=O)Nc3ccc(Cl)cc3C(=O)N12	0.5	11	-8	2	18	-7	1	-20	-10
CN1CCC(N2CCN(C3CN(Cc4cn(Cc5cccc(C(F)(F)F)c5)nn4)S(=O)(=O)C3)CC2)CC1 (stereo unspecified)	-0.4	-7	-1	0	1	-1	-5	-3	14
COCC(=O)N1CCC(Oc2ccc(C(=O)N3CCN(C)C[C@@H]3C(C)C)cc2)CC1	1.4	-6	-12	1	-1	-3	11	1	2
O=C(NC1CCCCC1)c1cc(-c2ccccn2)nc2ccccc12	1.4	-2	14	6	-2	1	-3	-4	10
O=C(Nc1nnc(-c2ccc(Cl)cc2)o1)Nc1ccccc1Cl	-0.3	2	18	0	1	-8	-8	1	-1
New compounds follow
SMILES	M1 ag parental	M4 antag	CHO-K1 Ca antag	M4 ag	M5 antag	CHRM5 agonist	M1 PAM parental	CHRM5 PAM	M4 PAM
Cc1onc(-c2c(Cl)cccc2Cl)c1C(=O)N=C(N)N1CCCC1	1.6	-8	-12	0	7	-19	33	-3	-4
S=c1[nH]nc(-c2cc(-c3ccccc3)n[nH]2)n1/N=C/c1ccc(Br)s1	-0.3	8	-4	0	14	-1	7	-1	1
COc1ccc(C2=NOC(Cn3nc(C(=O)O)cc3-c3ccccc3)C2)cc1 (stereo unspecified)	0.2	9	-9	0	4	1	-9	0	-1
COC(=O)c1cc(-c2c(C)nn(-c3ccccc3)c2C)n[nH]1	0.5	-5	-19	-1	-6	2	20	11	10
COc1ccc(C(=O)NNC(=O)c2cc3cccc(OC)c3oc2=O)cc1	-0.2	1	-1	0	-13	0	14	4	-1
O=C(NCC1CCCO1)c1ccccc1S(=O)(=O)c1ccc([N+](=O)[O-])cc1 (stereo unspecified)	0.0	-4	-9	1	-8	-2	13	7	2
